Kir21 block = inhibitors of mouse Kir2.1 inward-rectifier potassium channel; 310,000 tested, 0.85% active; HEK293-Kir2.1, FluxOR thallium flux fluorescence; stronger effect = lower value; B-score at 10 µM;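 active = fluorescence ratio B-score at or below minus 3 SD of library scores, with starting-brightness B-score within 2 SD, cut at about -4.2 in these data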;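 note: channel flux triggered by added potassium and thallium sulfate stimulus; B-score of peak minus minimum fluorescence over baseline after thallium stimulus; more negative B-score means stronger Kir2.1 block with less thallium influx; some compounds called inactive have numbers as strong as hits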
KCNQ2 inh = KCNQ2 potassium channel inhibitors, primary screen, cell-based, CHO-K1, FluxOR thallium flux, B-score (AID 2156); O88943; 20 min; stronger effect = lower value; B-score at 10 µM; 310,000 tested, 1.1% active;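 active = fluorescence ratio B-score at most minus 3 library SDs, with starting brightness B-score within 2 library SDs, cut at about -5.5 in these data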
Target sequence (O88943 whole entry, looked up): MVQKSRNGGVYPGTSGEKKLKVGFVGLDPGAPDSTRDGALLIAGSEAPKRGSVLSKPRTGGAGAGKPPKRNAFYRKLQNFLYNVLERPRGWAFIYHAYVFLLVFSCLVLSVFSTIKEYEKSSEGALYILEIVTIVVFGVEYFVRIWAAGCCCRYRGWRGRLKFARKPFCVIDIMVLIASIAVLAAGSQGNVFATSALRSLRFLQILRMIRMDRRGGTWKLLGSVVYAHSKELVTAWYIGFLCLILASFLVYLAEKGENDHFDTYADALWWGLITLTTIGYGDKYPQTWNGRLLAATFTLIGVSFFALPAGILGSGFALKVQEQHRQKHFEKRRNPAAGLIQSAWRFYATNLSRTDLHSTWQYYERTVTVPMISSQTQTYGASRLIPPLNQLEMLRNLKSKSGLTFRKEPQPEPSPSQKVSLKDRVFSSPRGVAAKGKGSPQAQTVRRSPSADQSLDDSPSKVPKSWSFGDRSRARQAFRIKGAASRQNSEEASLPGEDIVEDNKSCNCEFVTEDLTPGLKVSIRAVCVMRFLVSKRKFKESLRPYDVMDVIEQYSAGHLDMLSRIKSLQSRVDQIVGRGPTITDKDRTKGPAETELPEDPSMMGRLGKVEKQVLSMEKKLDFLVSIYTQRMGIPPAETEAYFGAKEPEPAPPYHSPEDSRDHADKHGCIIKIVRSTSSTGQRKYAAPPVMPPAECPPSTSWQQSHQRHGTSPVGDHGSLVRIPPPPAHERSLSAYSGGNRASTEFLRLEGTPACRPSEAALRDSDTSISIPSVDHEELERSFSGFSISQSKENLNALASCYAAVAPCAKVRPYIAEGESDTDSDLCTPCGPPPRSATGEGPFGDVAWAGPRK
* marks the source's active call; other numbers are inactive results; i = inactive.

Value order – Kir21 block	KCNQ2 inh
c1ccc(-n2nnnc2-n2cnc3ccccc32)cc1
    1.8	i
CCNS(=O)(=O)c1ccc(NS(C)(=O)=O)cc1
    -1.5	i
O=C(Cn1c(=O)n(Cc2ccco2)c(=O)c2c3c(sc21)CCCC3)Nc1ccccc1
    -1.1	i
COc1ccc(NC(=O)c2ccc(NS(=O)(=O)c3cccc4cccnc34)cc2)cc1
    0.08	i
CCc1ccc(CCC(=O)Nc2ncc(Cc3ccccc3Cl)s2)o1
    2.5	i
Cc1ccc(C2C3=C(CC(C)(C)CC3=O)N(CCN3CCOCC3)C3=C2C(=O)CC(C)(C)C3)cc1
    0.02	i
CC12CCC(C(=O)N(CCC#N)CCC#N)(CC1=O)C2(C)C (stereo unspecified)
    -0.45	i
CCC(O)C1CCN(Cc2cn(Cc3ccccc3)nc2-c2cc3ccccc3o2)CC1 (stereo unspecified)
    -2	i
COC(=O)CSc1nnc(-c2ccco2)o1
    -0.74	i
COc1cc(C(=S)NC2CCCCC2)ccc1O
    0.05	i
O=C(NCc1nc2ccccc2[nH]1)c1cccc(S(=O)(=O)N2CCCC2)c1
    -2.3	i
O=C(CCCSc1nc2ccccc2s1)NC1=NCCS1
    0.91	i
COc1cc([C@H]2[C@@H]3CCCC[C@]3(O)CCN2CC(=O)Nc2ccc(C)cc2)ccc1O
    -0.58	i
O=C(NNC(=O)c1cc2cc3ccccc3nc2s1)c1ccc(F)cc1
    1.1	i
O=C(c1ccccc1)c1ccc(OC(=O)N2CCOCC2)cc1
    0.85	i
COc1ccc(NC(=O)CSc2nc3c(cc2C#N)CN(C)CC3)cc1
    0.01	i
Cc1ccc(C(=O)N2CCC(C(=O)NC3CCCC3)CC2)cc1
    -0.97	i
CCOC(=O)c1[nH]c(C)c(CCC(=O)OC)c1C
    1.2	i
Cc1nc(Nc2cc(F)ccc2C)c2nnn(Cc3ccccc3)c2n1
    -0.07	i
Cc1ccccc1Cn1c(=O)n(-c2ccccc2)c(=O)c2ccc(C(=O)NCc3ccco3)cc21
    -0.13	i
Cc1sc2nc(C3CC3)nc(SCC(=O)N3CCCc4ccccc43)c2c1C
    -1.2	i
COc1ccc(-n2c(=S)[nH]c3cc(C(=O)NCCCN4CCOCC4)ccc3c2=O)cc1
    -0.12	i
CCOc1ccc2nc(NC(=O)CSc3nc4c(c(=O)n(C)c(=O)n4C)n3CC)sc2c1
    0.77	i
COc1ccccc1/C=C1\SC(=S)N(CCC(=O)Nc2nnc(C)s2)C1=O
    2.4	i
CCOC(=O)c1c(N)sc2c1C1CCN2CC1
    -1.6	i
Cc1cc(C(=O)CSc2nnc(-c3cccc(F)c3)n2N)c(C)n1Cc1ccc2c(c1)OCO2
    1	i
CC(C(=O)NCc1ccco1)c1ccc([N+](=O)[O-])cc1 (stereo unspecified)
    0.3	i
CCOc1ccc(C(CC(=O)O)n2cnnn2)cc1 (stereo unspecified)
    2.9	i
Cc1ccc(C)c(NC(=O)CCC(=O)N/N=C/c2cc([N+](=O)[O-])ccc2O)c1
    -0.59	i
CC(=O)N=c1c(C#N)cc2c(=O)n3ccccc3nc2n1Cc1ccccc1
    1.6	i

Entries shown so far containing a halogen (4):
Value order – Kir21 block	KCNQ2 inh
CCc1ccc(CCC(=O)Nc2ncc(Cc3ccccc3Cl)s2)o1
    2.5	i
O=C(NNC(=O)c1cc2cc3ccccc3nc2s1)c1ccc(F)cc1
    1.1	i
Cc1nc(Nc2cc(F)ccc2C)c2nnn(Cc3ccccc3)c2n1
    -0.07	i
Cc1cc(C(=O)CSc2nnc(-c3cccc(F)c3)n2N)c(C)n1Cc1ccc2c(c1)OCO2
    1	i

The listing continues:
Value order – Kir21 block	KCNQ2 inh
CCc1ccccc1NC(=O)CC1SCCNC1=O (stereo unspecified)
    -0.04	i
CS(=O)c1nc(-c2ccc(Br)cc2)cc(-c2ccccc2)c1C#N (stereo unspecified)
    -0.42	i
Cc1ccc(NC(=O)N2CCCC2C(=O)NCCc2ccccc2)cc1 (stereo unspecified)
    0.78	i
O=C(CCc1ccccc1)Nc1ccc(S(=O)(=O)N2CCOCC2)cc1
    0.28	i
Cc1cc2c(cc1C)-c1nnc(-c3ccc4ccccc4n3)n1C(C)(C)C2
    0.66	i
COc1cc(C(=O)NC2CCN(CC(=O)Nc3cccc(C)c3C)CC2)cc(OC)c1OC
    -0.98	i
CCOC(=O)N1CCN(C(=O)c2ccccc2NC(=O)c2ccc(F)cc2)CC1
    -0.57	i
CS(=O)(=O)N(CC(=O)N1CCCC1)Cc1ccc(Cl)cc1
    -0.93	i
CCCCn1c(-c2ccccc2)cnc1SCC(=O)NCCc1ccc(OC)c(OC)c1
    -6.3*	i
CC(C)Cn1c(N)c(C(=O)COC(=O)[C@@H]2CCCN2C(=O)c2cccs2)c(=O)n(C)c1=O
    0.13	i
Cc1ccc2oc(-c3cccc(NC(=O)c4ccccn4)c3)nc2c1
    1.1	i
CCOc1ccc(NC(=O)CN(C)C(=O)c2ccc3[nH]c4c(c3c2)CC(C)CC4)cc1OCC (stereo unspecified)
    -0.28	i
N#Cc1c(N)n(CCOC(=O)c2cccc(Br)c2)c2nc3ccccc3nc12
    -1.1	i
COCCNC(=O)c1onc(CSc2ccc(C)c(C)c2)c1C(=O)O
    -1.5	i
CC(Oc1ncnc2ccccc12)C(=O)Nc1cccc(S(=O)(=O)N2CCOCC2)c1 (stereo unspecified)
    -1.3	i
O=C(CSc1nc2ccccc2s1)NNC(=S)Nc1ccc(Cl)cc1
    0.13	i
CC(C)NC(=O)CSc1nc2ccccc2n1CC(=O)N(C(C)C)C(C)C
    1.4	i
CN(C)CC(O)COc1cccc(OCC(O)CN(C)C)c1 (stereo unspecified)
    -0.19	i
CC(C)CCNC(=S)Nc1ccccc1F
    0.5	i
O=C(Nc1nnc(S(=O)(=O)Nc2ccccc2)s1)c1ccccc1Cl
    -1.9	i
CCCN(CCO)Cc1ccc(Br)cc1
    0.5	i
CCCN(CC1CC1)C(=O)CCc1nnc(CCc2c[nH]c3ccccc23)o1
    -2.5	i
O=C(Cc1ccc(S(=O)(=O)N2CCOCC2)s1)Nc1nc2c(s1)CCCC2
    -0.05	i
CCN1CCN(c2ccc(S(=O)(=O)N3CCCCC3)cc2NC(=O)c2ccc([N+](=O)[O-])s2)CC1
    -1.5	i
COCP(=O)(c1ccccc1)c1ccccc1
    -0.63	i
CCOc1ccc(NS(=O)(=O)c2ccc(NC(C)=O)c(OC)c2)cc1
    -1.3	i
S=C(Cc1ccccc1)NCCc1ccccc1
    -1.6	i
Cc1ccc(-c2ccc(SCC(=O)c3ccccc3)nn2)cc1
    3.7	i
C/C(=N\OC(=O)c1ccccc1)c1cc(-c2ccc(Cl)cc2)no1
    1.8	i
Cc1nc(-c2ccc(F)cc2)c(CC(=O)Nc2cccc(S(=O)(=O)N3CCOCC3)c2)s1
    -0.82	i

(cont.)
Value order – Kir21 block	KCNQ2 inh
CCCCNC(=S)N(CCN(CC)CC)Cc1cc2cc3c(cc2[nH]c1=O)OCCO3
    -1.8	i
COc1ccccc1N(CC(=O)NC1CCCC1)C(=O)CCC(=O)Nc1cc(C)on1
    1.4	i
C(=N\Nc1nc(N2CCCC2)nc(N2CCCC2)n1)/c1cccnc1
    0.81	i
N#C/C(C(=O)N1CCCCC1)=C1\Nc2ccccc2S1
    0.58	i
COc1ccc(CNc2nc(-c3cccnc3)nn2C(C)=O)cc1
    0.17	i
CC(C)Oc1ccc(C2c3c(oc4ccccc4c3=O)C(=O)N2CCCN2CCOCC2)cc1 (stereo unspecified)
    2.5	i
O=C(NC1CCCCC1)C1CC(=O)N(Cc2ccccc2)C1 (stereo unspecified)
    -0.24	i
CCOc1ccc(Nc2nc3c(c(=O)[nH]2)CCC3)cc1
    0.7	i
O=S(=O)(Nc1cccnc1)c1cc(Cl)ccc1Cl
    -2.1	i
NC(=O)C1CCN(c2oc(-c3ccccc3F)nc2S(=O)(=O)c2ccc(Cl)cc2)CC1
    -0.89	i
COc1ccc(-c2csc(NC(=O)c3ccoc3C)n2)cc1
    1.2	i
Cc1c(C(=O)N2CCOCC2)c(S(=O)(=O)Nc2ccccc2F)c(C)n1C
    0.54	i
Cc1cc2cc(CN(CCN3CCOCC3)C(=O)Nc3ccccc3F)c(=O)[nH]c2cc1C
    -0.64	i
OCCC1CN(Cc2ccc3c(c2)CCO3)CCN1C1CCCC1 (stereo unspecified)
    -1.5	i
Cc1ccc(NC(=O)CSc2nnc([C@H](C)NC(=O)OC(C)(C)C)o2)c(C)c1
    1.1	i
Cc1cc(C)nc(SCC2COc3ccccc3O2)n1 (stereo unspecified)
    1.2	i
Cc1nc(NC(=O)c2ccc(Br)o2)sc1C
    1.6	i
CC(C)(C)C(=O)Nc1ccc(S(=O)(=O)N2CCCC2)cc1
    0.01	i
COc1cccc(C(C(=O)NC2CCCCC2)N(C(=O)CNC(=O)c2ccco2)c2cccnc2)c1 (stereo unspecified)
    -0.42	i
O=C(NCc1ccncc1)c1ccc(N2CCCC2)c([N+](=O)[O-])c1
    -0.19	i
COc1ccc(CNc2oc(COc3ccccc3Cl)nc2C#N)cc1
    0.51	i
Cc1ccc(C23CCC(=O)N2C(C(=O)O)CS3)c(C)c1 (stereo unspecified)
    -0.09	i
O=C(O)CN1C(=O)S/C(=C\c2ccc3c(c2)OCO3)C1=O
    1.2	i
Cc1ccc(S(=O)(=O)N(C)CCCC(=O)NC(C)(C)CO)cc1
    -0.26	i
CN(CC(=O)Nc1ccccc1Cl)C(=O)COC(=O)c1ccccc1[N+](=O)[O-]
    1.4	i
CSc1ncccc1C(=O)OCC(=O)NC1CCS(=O)(=O)C1 (stereo unspecified)
    -1.3	i
COc1ccc(Nc2nc(-c3c[nH]c4ccccc34)cs2)cc1
    -0.45	i
CCOCCCNC(=S)NC1CC2CCC(C1)N2Cc1ccccc1 (stereo unspecified)
    -0.03	i
CN(Cc1ccccc1)S(=O)(=O)c1ccc(S(=O)(=O)N(Cc2ccc(F)cc2)C2CCCC2)cc1
    2.1	i
CCOCCCNC(=O)C(NC(=O)Cc1cccs1)c1ccc(Cl)cc1 (stereo unspecified)
    0.08	i

Continued:
Value order – Kir21 block	KCNQ2 inh
Cc1ccc(S(=O)(=O)Nc2cccc(C(=O)NCc3cccnc3)c2)cc1F
    2.6	i
Cc1cc(Nc2cccc(Br)c2)c2ccccc2n1
    -1.8	i
O=C1CC(SCc2nc3ccccc3[nH]2)C(=O)N1c1cccc(Cl)c1 (stereo unspecified)
    -2.6	i
O=C1C2C(C(=O)N1CCN1CCN(Cc3ccc([N+](=O)[O-])cc3)CC1)[C@H]1C=C[C@@H]2C1 (stereo partly specified)
    -0.74	i
CCOc1ccccc1N(C)C(=O)c1cc2c(=O)n(CC)c3ccccc3c2s1
    -0.69	i
O=C(CN(Cc1ccccc1)C(=O)CCC(=O)Nc1nccs1)NCc1ccccc1
    -0.05	i
O=C(NCC(=O)N(Cc1ccco1)C(C(=O)NC1CCCC1)c1cccnc1)c1cccs1 (stereo unspecified)
    -0.74	i
Cc1[nH]n(-c2ccccc2)c(=O)c1-c1cccc(Cl)c1
    -0.24	i
O=C(CN1CCCCC1)NNc1nc(-c2ccccc2)c2cc(Br)ccc2n1
    1	i
CCc1ccc2[nH]c(=O)c(CN(CCCN3CCOCC3)C(=O)Nc3cccc(Cl)c3)cc2c1
    0.65	i
Cc1cc(=O)oc2c3c4c(cc12)OCCN4CCC3
    -3.3	i
O=C(Nc1ccc(NC(=O)C2CCCCC2)nc1)c1cccs1
    -0.61	i
CCc1cccc(C)c1NC(=O)CN(C)Cc1ccccc1F
    -2.4	i
COCCNC(=O)C(c1ccncc1)N(C(=O)c1sc(C)nc1C)c1cccc(C)c1 (stereo unspecified)
    0.3	i
CCc1ccc2c(c1)C(C)=CC(C)(C)N2
    -1.3	i
COc1ccc(Br)cc1CN1CCCC(C(=O)N2CCCCC2)C1 (stereo unspecified)
    -0.13	i
Cc1cc(/C=C2/SC(=S)N(c3ccc([N+](=O)[O-])cc3)C2=O)c(C)n1-c1cccnc1
    0.13	i
COc1ccc(-c2c(C#N)c(SCc3c(C)noc3C)nc3c2C(=O)CC(C)(C)C3)cc1
    -0.45	i
CC(C)C12CN3CC(C(C)C)(CN(C1)C31C(=O)Nc3ccccc31)C2=O (stereo unspecified)
    1.3	i
N#C/C(=C(/O)c1ccc(Cl)c([N+](=O)[O-])c1)c1nc2ccccc2[nH]1
    -1.7	i
O=C1CCC(=O)N1CC1CC2CCC1C2 (stereo unspecified)
    2.1	i
CCOC(=O)[C@@H]1[C@H]2COc3ccccc3[C@H]2N2C(=O)N(c3cccc(Cl)c3)C(=O)[C@@]12C
    1.2	i
Cc1cccc(OCC(=O)Nc2ccc3c4c(cccc24)CC3)c1C
    -0.5	i
CN(C)C(CNC1CC(C)(C)NC(C)(C)C1)c1cccc(F)c1 (stereo unspecified)
    1.2	i
CCOc1ccccc1N(C(=O)Nc1ccc(Cl)cc1)C1=NC(C)CS1 (stereo unspecified)
    0.97	i
CCC(CC)C(=O)Nc1cc(C(=O)OC)ccc1C(=O)OC
    0.02	i
CCOc1ccc(NC(=O)NC2CCCCCCC2)cc1
    1.4	i
CCOc1ccc(NC(=O)CCNS(=O)(=O)c2cccs2)cc1
    0.31	i

Single entries from the results shown.
O=C1CC(SCc2nc3ccccc3[nH]2)C(=O)N1c1cccc(Cl)c1 (stereo unspecified) in Kir21 block is entered as -2.6
CCOC(=O)[C@@H]1[C@H]2COc3ccccc3[C@H]2N2C(=O)N(c3cccc(Cl)c3)C(=O)[C@@]12C in Kir21 block is entered as 1.2
COc1ccc(Br)cc1CN1CCCC(C(=O)N2CCCCC2)C1 (stereo unspecified) in Kir21 block is entered as -0.13
Cc1[nH]n(-c2ccccc2)c(=O)c1-c1cccc(Cl)c1 in Kir21 block is entered as -0.24
N#C/C(=C(/O)c1ccc(Cl)c([N+](=O)[O-])c1)c1nc2ccccc2[nH]1 in Kir21 block is entered as -1.7

Source: PubChem
